HTT aggregate = qHTS Multiplex Assay to Identify Dual Action Probes in a Cell Model of Huntington: Aggregate Formation (GFP). 220,000 compounds, 1.1% hits. Potency, µM (doses to about 46.1 µM), inactives show at the highest dose activity change, negative = inhibition, hits mostly inhibitors. AID 1688, 2009. PC12 HttQ103-GFP aggregates, Acumen cytometry, 40 h; further: potency means the concentration at half of the fitted maximal effect; on the % scale 0 is the no-effect control and ±100 the full control effect; nearly all actives have a fitted effect of over 60% in size
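Quantitative HTS on tebufenozide-induced (100 nM) PC12 cells stably expressing polyQ103 Huntingtin exon 1–GFP. Reduction of bright GFP aggregates, detected by laser scanning cytometry after lysis, identified actives across the titration.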
IMPase Li inh = qHTS Assay for Identifying the Cell-Membrane Permeable IMPase Inhibitors: Potentiation with Lithium; CHO-M1 cells, IP1 TR-FRET (IP-One), carbachol + lithium; Potency, µM (doses to about 59.4 µM), without a hit: at the highest dose activity, negative = IMPase inhibition, most hits filed as inhibitors; 210,000 compounds, 0.35% hits; AID 1457, 2008;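 further: IP1 builds up when IMPase is blocked and the TR-FRET signal falls; potency means the concentration at half of the fitted maximal effect; plate controls were basal vehicle for no effect and high inhibitor control for full effect; nearly all actives have a fitted effect of over 50% in size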
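Concentration–response in CHO-M1 cells, lithium-potentiated; 30 min at 37C. IP1 detected by competitive TR-FRET after 10 min lysis at RT. Hill-fitted AC50.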
KinaseGlo FLuc = Counterscreen for Luciferase (Kinase-Glo TM) Inhibition; Potency, µM (doses to about 38.3 µM), inactives show top-dose activity change, negative = inhibition, usual class: inhibitors; AID 1379, 2008; 200,000 compounds, 0.28% hits; Kinase-Glo luciferase, ATP luminescence, 8 min; further: potency means the concentration at half of the fitted maximal effect; on the % scale 0 is the no-effect control and ±100 the full control effect; nearly all actives have a fitted effect of over 60% in size
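Substrate mix (final 50 mM imidazole pH 7.2, 50 mM KCl, 7 mM MgCl2, 10 uM ATP, 0.01% Tween 20, 0.05% BSA) plus pin-tool compound, then Kinase-Glo detection mix; 8 min ambient, luminescence read.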
CBFb RUNX1 block = qHTS Assay for Compounds Blocking the Interaction Between CBF-beta and RUNX1 for the Treatment of Acute Myeloid Leukemia; Runt-related transcription factor 1 (Homo sapiens) + Core-binding factor subunit beta …; AlphaScreen CBFb-His/RUNX1-biotin binding, biochemical; Potency, µM (top dose mostly 59.8 µM), inactives show at the top dose activity, negative = inhibition, most hits filed as inhibitors; 230,000 tested, under 10 active; AID 1477, 2009; further: % of control where 0% means no effect
Target sequence (Q01196 whole entry, looked up): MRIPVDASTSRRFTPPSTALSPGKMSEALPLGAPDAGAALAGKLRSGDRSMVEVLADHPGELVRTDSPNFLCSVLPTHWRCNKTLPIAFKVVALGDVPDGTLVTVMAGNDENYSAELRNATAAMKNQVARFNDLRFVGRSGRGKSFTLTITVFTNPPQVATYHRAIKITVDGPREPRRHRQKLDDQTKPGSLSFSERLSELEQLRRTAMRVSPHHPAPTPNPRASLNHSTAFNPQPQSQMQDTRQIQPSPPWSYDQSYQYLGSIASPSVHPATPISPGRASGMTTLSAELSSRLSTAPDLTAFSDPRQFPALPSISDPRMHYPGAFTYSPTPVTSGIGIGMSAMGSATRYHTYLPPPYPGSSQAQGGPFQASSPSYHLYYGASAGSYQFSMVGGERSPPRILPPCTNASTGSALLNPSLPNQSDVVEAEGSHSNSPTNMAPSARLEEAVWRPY
Target sequence (Q13951 whole entry, looked up): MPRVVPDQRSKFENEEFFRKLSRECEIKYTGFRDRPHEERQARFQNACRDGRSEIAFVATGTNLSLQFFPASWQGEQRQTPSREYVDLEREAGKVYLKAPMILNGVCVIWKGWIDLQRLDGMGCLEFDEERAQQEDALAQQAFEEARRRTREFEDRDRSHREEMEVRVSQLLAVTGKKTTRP
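His-tagged CBF-beta and biotinylated RUNX1 (30 nM each) were premixed 20 min at room temperature, exposed to compound for 15 min, then given nickel-chelate and streptavidin AlphaScreen beads (50 ng each). After 90 min, AlphaScreen signal was read.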
HTT ATP protect = qHTS Multiplex Assay to Identify Dual Action Probes in a Cell Model of Huntington: Cytoprotection (ATP). PC12 HTT-Q103 induced, cytoprotection, ATP luminescence, 40 h. 230,000 compounds, 0.14% hits. Potency, µM (highest dose often 56.4 µM), inactives show cytoprotection (ATP increase), hits mostly activators;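 further: potency means the concentration at half of the fitted maximal effect; % of control where 0% means no effect; nearly all actives have a fitted effect of over 45% in size; toxic huntingtin expression switched on by the ecdysone agonist tebufenozide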
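Huntington model: PC12 line, ecdysone-inducible HTTQ103 exon1–GFP, tebufenozide 100 nM. Test articles in a dose series. Endpoint luminescence from cellular ATP.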
SMN2 splice up = qHTS Assay for Enhancers of SMN2 Splice Variant Expression | 210,000 compounds, 2.8% hits | AID 1458, 2008 | Potency, µM (top dose mostly 46.1 µM), inactives show top-dose activity change, positive = activation, usual class: activators | HEK293 SMN2-luciferase splicing reporter, luminescence, 30-36 h; further: potency means the concentration at half of the fitted maximal effect; % of control where 0% means no effect; nearly all actives have a fitted effect of over 55% in size
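HEK293 cells carry an SMN2 […]–luciferase reporter in which exon 7 inclusion puts luciferase in frame. Cells were plated 10-12 h before compound addition, then incubated 30-36 h at 37C. ONE-Glo luminescence was read; sodium butyrate at 4.5 mM final served as control.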
LMNA splice mod = qHTS Assay for Modulators of Lamin A Splicing; HeLa LMNA splicing GFP/RFP minigene ratio, 48 h; Potency, µM (doses to about 46.1 µM), without a hit: at the top dose ratio change, negative = inhibition, hits mostly inhibitors; 200,000 compounds, 0.01% hits; AID 1487, 2009; active means well fitted inhibition curve with a large enough effect in the signal ratio, with a control signal flat, not every such curve was filed as active; inconclusive means small, poorly fitted or top-dose-only effect, or effect the other way, or a change in a side signal; the % refers to the signal ratio; further: potency means the concentration at half of the fitted maximal effect; on the % scale 0 is the no-effect control and ±100 the full control effect
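Read-out is the ratio of GFP to DsRed2 object intensity, acquired by 488 nm laser-scanning cytometry on HeLa lamin A-EGFP minigene reporter cells. Compound incubation 48 hrs at 37 °C in Opti-MEM with 2% FBS; DMSO 0.5% final.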
* hit, by the source's call; ? = inconclusive; . = not tested or not shown; [ ] = dose if it differs, or a comment. Unless noted, the call rests on the fitted dose curve; in most records, active means well fitted curve in the direction sought with a large enough effect; inconclusive means small, poorly fitted or top-dose-only effect, or another doubt; inactive means no such curve, though single readings can be large; an effect the other way counts as inactive or inconclusive.

1	COc1ccc(CN2CCNC(=O)C2CC(=O)NC2Cc3ccccc3C2)c(OC)c1 (configuration not stated)
2	COc1cc2ccc(=O)oc2c(OC)c1OC
3	O=C1COc2ccc(C(=O)COC(=O)Cc3ccccc3F)cc2N1
4	CCOc1cc(S(=O)(=O)N(CC)CC)ccc1F
5	Cc1ccc(N2C(=O)CC(Sc3cccs3)C2=O)cc1 (configuration not stated)
6	Cn1c(=O)c2[nH]c(-c3cccnc3)nc2n(C)c1=O
7	CCCCc1nnc2c(N(C)S(=O)(=O)c3ccccc3)nc3ccccc3n12
8	CC1CCCCN1S(=O)(=O)c1cnc(Cl)c(Br)c1 (configuration not stated)
9	Cc1ccccc1Cn1nc(C)c(NC(=O)c2cc(-c3ccco3)on2)c1C
10	CC(C)(C)OC(=O)[C@H]1[C@H](c2ccc([N+](=O)[O-])cc2)C2(C(=O)c3ccccc3C2=O)C2c3ccccc3C=NN21 (some centres not stated)
entry no.	1	2	3	4	5	6	7	8	9	10
HTT ATP protect	11%[10 µM]	-23%	-16%	5%	2%[10 µM]	-19%	-7%[10 µM]	.	-40%[inhibitor]	.
SMN2 splice up	.	0%	5%	-3%	.	10%	.	13%	1%	-16%
LMNA splice mod	20%[46 µM]	.	-14%[46 µM]	2%	-8%[46 µM]	0%	.	13%	.	?
CBFb RUNX1 block	2%	9%	11%	4%	-6%	2%	4%	9%	9%	-13%
HTT aggregate	-5%[9.22 µM]	.	12%	?	-5%[9.22 µM]	4%	9%[9.22 µM]	?	-5%	15%
KinaseGlo FLuc	0%	0%	2%	17%	.	-4%	.	-4%	-1%	-2%
IMPase Li inh	-2%	1%	0%	24%[38.3 µM]	.	-27%[38.3 µM]	.	5%	6%	13%

11	Nc1nccnc1C(=O)N/N=C/c1ccco1
12	Cn1nnnc1NCc1ccc(Cl)cc1
13	COc1ccc(C2C(C(=O)N3CCN(c4ccccc4)CC3)c3ccccc3C(=O)N2C)cc1 (configuration not stated)
14	Cc1cc(-c2cccs2)n[nH]1
15	Cc1nn(C)c(=O)n1-c1ccc(OCc2ccccc2)cc1
16	CCn1ccnc1C(O)c1ccccc1OC (configuration not stated)
17	CC(C)c1ccc(NS(=O)(=O)c2ccc(N3C(=O)CCC3=O)cc2)cc1
18	COCCNC(=O)c1ccc(-n2c(SCc3cccnc3)nc3ccccc3c2=O)cc1
19	COc1ccc(OC)c(NC(=O)CCN2CCN(c3ccccc3)CC2)c1
20	O=C(O)C(c1ccccc1)C(c1ccccc1)c1ccccc1 (configuration not stated)
entry no.	11	12	13	14	15	16	17	18	19	20
HTT ATP protect	22%[10 µM]	?	-21%[10 µM]	15%	5%[10 µM]	33%[10 µM]	22%[10 µM]	-24%	-5%[10 µM]	-44%[inhibitor]
SMN2 splice up	.	-8%	-13%	18%	11µM*	9%	.	?	-8%	16%
LMNA splice mod	.	-4%[46 µM]	-13%	4%	-7%	-4%	.	2%[46 µM]	10%	.
CBFb RUNX1 block	-14%	1%	0%	6%	10%	10%	-1%	-20%	-5%	8%
HTT aggregate	13%[9.22 µM]	-8%	-17%	-15%	-11%	-6%	-1%[9.22 µM]	3%	-1%	-16%
KinaseGlo FLuc	.	-2%	2%	3%	-11%	-3%	.	6%	3%	-1%
IMPase Li inh	.	0%	10%	14%[38.3 µM]	-5%	-2%	.	2%	1%[38.3 µM]	2%

Two entries drawn at random from those above, as already listed:
14	Cc1cc(-c2cccs2)n[nH]1
17	CC(C)c1ccc(NS(=O)(=O)c2ccc(N3C(=O)CCC3=O)cc2)cc1
entry no.	14	17
HTT ATP protect	15%	22%[10 µM]
SMN2 splice up	18%	.
LMNA splice mod	4%	.
CBFb RUNX1 block	6%	-1%
HTT aggregate	-15%	-1%[9.22 µM]
KinaseGlo FLuc	3%	.
IMPase Li inh	14%[38.3 µM]	.

More compounds follow.
21	CC(C)C[C@H](NC(=O)OC(C)(C)C)c1nnc(SCc2ccccc2)o1
22	Cc1ccc(NC(=O)Cc2cc(C(=O)O)c3ccccc3n2)c(C)c1
23	CCOC(=O)c1c(-c2ccc(F)cc2)csc1NC(=O)CCN1C(=O)c2ccccc2C1=O
24	CNS(=O)(=O)c1cc(C(=O)O)ccc1OC
25	CCOc1ccc(C2CC(=O)NC3=C2C(=O)CCC3)cc1Cl (configuration not stated)
26	COc1ccc(CSc2nc3ccccc3[nH]2)cc1
27	Cc1ccc(S(=O)(=O)N2CCN(C(=O)C3COc4ccccc4O3)CC2)cc1C (configuration not stated)
28	COc1ccc(CCN2C(=NC(=O)CC(C)C)SC3CS(=O)(=O)CC32)cc1 (configuration not stated)
29	COC(=O)C1=C(N)c2ccccc2C1(C#N)c1ccccc1 (configuration not stated)
30	Cc1cccc(C)c1NC(=O)N1CC=C(n2c(=O)[nH]c3ccccc32)CC1
entry no.	21	22	23	24	25	26	27	28	29	30
HTT ATP protect	7%	.	37%[10 µM]	.	5%[10 µM]	-100%[inhibitor]	-35%	0%	-13%	-79%[inhibitor]
SMN2 splice up	-3%	-34%[inhibitor]	.	13%	-37%[inhibitor]	?	?	17%	-6%	.
LMNA splice mod	-24%	-11%[46 µM]	-7%	17%[46 µM]	?	15%	20%	-7%	-12%	?
CBFb RUNX1 block	5%	0%	7%	1%	-2%	7%	-2%	2%	-1%	7%
HTT aggregate	8%	.	?	.	-25%	-24%	4%	12%	9%	?
KinaseGlo FLuc	-5%	-4%	.	-3%	5%	8.9µM*	1%	-4%	-3%	.
IMPase Li inh	29%[38.3 µM]	15%	.	6%	21%[38.3 µM]	7%[38.3 µM]	5%[38.3 µM]	32%[38.3 µM]	3%[38.3 µM]	.

Compound profiles, from the list above. Values in the order: HTT ATP protect	SMN2 splice up	LMNA splice mod	CBFb RUNX1 block	HTT aggregate	KinaseGlo FLuc	IMPase Li inh
COc1ccc(CSc2nc3ccccc3[nH]2)cc1 is entered as -100%[inhibitor]	?	15%	7%	-24%	8.9µM*	7%[38.3 µM]
Cc1cccc(C)c1NC(=O)N1CC=C(n2c(=O)[nH]c3ccccc32)CC1 is entered as -79%[inhibitor]	.	?	7%	?	.	.

Following part.
31	Cc1nc(CNS(=O)(=O)c2cccs2)cs1
32	O/N=C/c1ccc(OCc2ccccc2)c(Br)c1
33	CC(C)(C)C(=O)NNC(=O)c1ccc(Oc2cc(Cl)cc(Cl)c2)o1
34	Cc1ccc(C2(C)NC(=O)N(CC(=O)Nc3cccnc3Cl)C2=O)cc1 (configuration not stated)
35	CCCC(C)NC(=O)c1ccc(C2SCC(=O)N2Cc2ccco2)cc1 (configuration not stated)
36	CCC(=O)c1ccc(N2CCN(C(=O)c3cc([N+](=O)[O-])ccc3F)CC2)c(F)c1
37	Nc1nc(C2CC(=O)OC23CCCCC3)cs1 (configuration not stated)
38	CC(Oc1ccccc1)c1ccnc2nc(N3CCOCC3)nn12 (configuration not stated)
39	CCOC(=O)N1CCC(NC(=O)CCc2c(C)nc3nc(C)nn3c2C)CC1
40	O=C(c1ccncc1)c1ccc(Br)cc1
entry no.	31	32	33	34	35	36	37	38	39	40
HTT ATP protect	11%	-10%[10 µM]	-2%[10 µM]	-19%	0%	-38%[inhibitor]	6%[10 µM]	-7%[10 µM]	15%	3%[10 µM]
SMN2 splice up	-22%	16µM*	.	-8%	4%	-21%	11%	-1%	-13%	-13%
LMNA splice mod	20%[9.22 µM]	?	.	.	-3%	?	2%	?	9%	?
CBFb RUNX1 block	2%	9%	8%	?	-2%	2%	-1%	5%	3%	10%
HTT aggregate	-11%	5%	-5%[9.22 µM]	3%	2%	-25%	-5%	-7%	2%	-16%
KinaseGlo FLuc	1%	0%	.	-2%	-9%	6%	2%	0%	1%	0%
IMPase Li inh	2%	-1%	.	?	36%[activator][38.3 µM]	10%	-3%	-4%	10%[38.3 µM]	0%[38.3 µM]

41	COc1ccc(Nc2nc(-c3cccc([N+](=O)[O-])c3)nc3ccccc23)cc1
42	N#Cc1cc2ccc(N3CCOCC3)cc2cc1C#N
43	Cc1ccccc1OCC(=O)N/N=C/c1c(C)nn(-c2ccccc2)c1Cl
44	CCOC(=O)CC1COCCN1Cc1cn[nH]c1-c1ccc2c(c1)OCO2 (configuration not stated)
45	Cc1cc2cc(C#N)c(N3CCN(S(C)(=O)=O)CC3)nc2cc1C
46	Cc1ccc(NC(=S)Nc2ccc3[nH]c(=O)[nH]c3c2)cc1
47	CNc1ncc(C(=O)C(C)(C)C)s1
48	O=C(O)CN=C1NC2(CCCCC2)Cc2ccccc21
49	CSc1nc2c(c(=O)[nH]1)C(c1ccccc1)C1=C(CC(C)(C)CC1=O)N2 (configuration not stated)
50	CCn1ncc(Cl)c1C(=O)Nc1ccncc1
51	CC(=O)c1cccc(N=C2NC(=O)C(CO)(CO)S2)c1
entry no.	41	42	43	44	45	46	47	48	49	50	51
HTT ATP protect	-3%[10 µM]	2%	6%[10 µM]	0%[10 µM]	-9%[10 µM]	14%[10 µM]	2%	?	8%[10 µM]	3%	19%[10 µM]
SMN2 splice up	-31%[inhibitor]	?	17%	.	-30%[inhibitor]	.	-11%	-7%	9%	-5%	4%
LMNA splice mod	-10%	?	8%	26%[46 µM]	-5%	.	6%	-9%	-3%[46 µM]	19%	-8%
CBFb RUNX1 block	-12%	4%	-2%	-2%	-9%	6%	6%	2%	6%	1%	7%
HTT aggregate	-2%	?	4%	-7%[9.22 µM]	-6%	3%[9.22 µM]	7%	-19%	8%	-6%	11%
KinaseGlo FLuc	1%	0%	2%	2%	1%	.	1%	1%	-3%	-1%	2%
IMPase Li inh	5%	-23%[38.3 µM]	10%	1%	-1%	.	9%[38.3 µM]	2%	6%	-2%[38.3 µM]	15%[38.3 µM]

Source: PubChem BioAssay (National Center for Advancing Translational Sciences (NCATS))
